KAT2A inh = GCN5L2 (KAT2A) acetyltransferase inhibition | Q92830 | hit rate 0.21% among 390,000 | Potency, µM (top dose mostly 58.9 µM), for the others: top-dose activity change, negative = inhibition, actives largely listed as inhibitors | GCN5L2 HAT assay, ThioGlo1 CoA-SH fluorescence
Target sequence (Q92830 whole entry, looked up): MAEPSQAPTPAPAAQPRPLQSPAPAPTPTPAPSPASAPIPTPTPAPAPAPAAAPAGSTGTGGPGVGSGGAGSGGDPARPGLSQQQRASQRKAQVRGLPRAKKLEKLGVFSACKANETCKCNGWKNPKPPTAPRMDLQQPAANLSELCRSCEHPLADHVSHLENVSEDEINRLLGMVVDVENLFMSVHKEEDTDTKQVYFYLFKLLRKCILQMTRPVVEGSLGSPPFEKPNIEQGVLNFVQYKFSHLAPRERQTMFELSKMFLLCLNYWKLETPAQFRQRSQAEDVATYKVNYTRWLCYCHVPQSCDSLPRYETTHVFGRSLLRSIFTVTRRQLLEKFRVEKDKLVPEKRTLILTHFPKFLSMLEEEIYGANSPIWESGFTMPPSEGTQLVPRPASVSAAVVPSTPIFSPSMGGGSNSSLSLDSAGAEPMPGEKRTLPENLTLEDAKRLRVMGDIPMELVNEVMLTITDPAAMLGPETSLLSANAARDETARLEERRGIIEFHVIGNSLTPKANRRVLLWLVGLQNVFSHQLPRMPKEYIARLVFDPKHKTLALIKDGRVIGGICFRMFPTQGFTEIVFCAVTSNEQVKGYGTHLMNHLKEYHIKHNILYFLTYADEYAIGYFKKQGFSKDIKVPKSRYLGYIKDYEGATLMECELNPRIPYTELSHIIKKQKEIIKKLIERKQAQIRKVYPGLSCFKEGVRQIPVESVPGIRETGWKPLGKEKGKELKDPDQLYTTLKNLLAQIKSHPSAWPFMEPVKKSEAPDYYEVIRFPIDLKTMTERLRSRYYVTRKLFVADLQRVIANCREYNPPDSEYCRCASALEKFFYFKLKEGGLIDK
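GCN5L2 (20nM final) in 50mM HEPES, 0.1mM EDTA pH 7.5, 0.01% Tween-20 was preincubated 15 min at room temperature with compound, then given ThioGlo1 (50uM), H3(1-25) peptide (75uM) and acetyl-CoA (70uM); CoA-thiol fluorescence (Ex340/Em540) was read at 0 and 20 min.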
N370S GC mod = inhibits or activates N370S mutant glucocerebrosidase; N370S GC spleen homogenate, 4MU-glucoside fluorescence; Potency, µM (top dose mostly 59.4 µM), for the others: top-dose activity change, negative = inhibition, usual class: inhibitors; hit rate 0.092% among 330,000; AID 2101;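 also: 0% = full enzyme activity and -100% = no enzyme basal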
FEN1 inhibitor = human FEN1 inhibition. AID 588795. P39748. hit rate 0.35% among 390,000. Recombinant FEN1 flap cleavage, fluorescence, 15 min. Potency, µM (titrated, usually from 114 µM), for the others: at the top dose activity change, negative = inhibition, usual class: inhibitors; also: nearly all actives have a fitted effect of over 65% in size
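With each library titrated from low to high concentration, compounds met 10 nM FEN1 for 15 min at room temperature before 50 nM substrate was added; readings at 0 and 15 min fed four-parameter Hill curve fits.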
Starred values were filed as active, the others as inactive; ? = inconclusive; nt = not tested or not shown; & = joins results of further samples; [ ] = another dose, or the depositor's remark. Calls follow the shape of the dose curve; as a rule, active = well fitted curve in the direction sought with a large enough effect; inconclusive = small, poorly fitted or top-dose-only effect, or another doubt; inactive = no such curve, though single readings can be large; an effect the other way counts as inactive or inconclusive. Unless noted, % is scaled to controls: 0 for no effect and ±100 for the full control effect; potency is read from the fitted curve at half-maximal effect.

SMILES	KAT2A inh	N370S GC mod	FEN1 inhibitor
CCOC(=O)N1CCN(CC(O)c2ccccc2)CC1 (stereo not drawn)	1%	6%	-5%
N#Cc1ccccc1OCC(=O)N1CCN(c2ccccc2)CC1	-1%	nt	-4%
Cc1c(C(=O)Nc2nccs2)oc2ccc(F)cc12	-2%	nt	-14%
CCN(CC)C(=O)CSc1ncnc2c(-c3cccs3)nsc12	-6%	7%	?
Cc1ccccc1Cn1c(C)nc2ccc([N+](=O)[O-])cc2c1=O	-10%	4%	-14%
Cc1ccc(NC(=O)CSc2nc3c(c(=O)[nH]2)CN(Cc2ccccc2)CC3)cc1Cl	-9%	nt	-13%
CCN(CC(=O)NC1CCS(=O)(=O)C1)S(=O)(=O)c1ccc(Br)cc1 (stereo not drawn)	-4%	nt	9%
CC(C(=O)O)c1ccc2c(c1)[nH]c1ccc(Cl)cc12 (stereo not drawn)	-5%&36%	-5%&-4%	3%
O=[N+]([O-])c1ccc(N2CCN(S(=O)(=O)c3ccc(Cl)cc3)CC2)cc1NCC1CCCO1 (stereo not drawn)	2%	2%	-9%
Cc1ccc(S(=O)(=O)N2CCN(Cc3ccco3)CC2)c(C)c1	1%	-19%	2%
Cc1ccc(C)c(NC(=O)CN(Cc2ccccc2)S(=O)(=O)c2ccc3nc(C)sc3c2)c1	26%	nt	0%
COc1ccc(-c2cc(-c3ccc(O)cc3)nc(N)c2C#N)cc1OC	1%	4%	0%
COc1ccc(NC(=O)CCNS(=O)(=O)c2cccc3nsnc23)c(OC)c1	-3%	-1%	-1%
O=C(NCCCO)/C(=C\c1ccco1)NC(=O)c1ccc(Br)o1	-1%	4%	-1%
COc1ccc(S(=O)(=O)NCC(c2ccco2)N2CCN(c3ccccc3F)CC2)cc1C (stereo not drawn)	-14%	nt	-22%
CN(C)c1ccc(NS(=O)(=O)c2ccc(-c3csnn3)cc2)cc1	1%	10%	8%
CC1CCN(C(=O)C2(NC(=O)Nc3cccc(F)c3)CCCCC2)CC1	-5%	-9%	3%
C=C1C(O)C[C@H]2C(=C)CCC3[C@H](OC(=O)[C@]3(O)CO)[C@@H]12 (stereo partly drawn)	4%	4%	-11%
COc1ccc(NC(=O)c2cc(-c3cc(C)ccc3O)n[nH]2)cc1Cl	2%	4%	-10%
Nc1ccc2c(c1)C(=O)N(CC1CCCO1)C2=O (stereo not drawn)	6%	-5%	-3%
CC(C)Cc1nc(N2CCC(C(N)=O)CC2)c2nnn(Cc3ccccc3)c2n1	0%	4%	-2%
Cc1ccc(NC(=O)COC(=O)c2ccc(S(=O)(=O)N3CCCC3)cc2)cc1	-2%	0%	1%
CC(=C/C(=O)O)/C=C/c1ccc(Cl)o1	-3%	-4%	-9%
COc1ccc(N2CCN(C(=O)CCCn3nnnc3CN3CCOCC3)C(C)C2)cc1 (stereo not drawn)	5%	1%	2%
COc1ccc(NC2=CC(c3ccccc3)N(c3ccc(OC)cc3)C2=O)cc1 (stereo not drawn)	-4%	10%&10%	-19%
Cc1cccc(NS(=O)(=O)c2c(C)n[nH]c2C)c1	-1%	-9%	0%
CC(/C=C1\SC(=S)N(NC(=O)c2ccccc2C)C1=O)=C\c1ccccc1	-2%	-5%	-8%
CCOc1ccc(Cl)cc1/C=N/NC(=O)CNC(=O)c1ccccc1	2%	-2%	3%
COc1ccc(N2CCC(CNS(=O)(=O)c3cccc(C(F)(F)F)c3)C2)cc1 (stereo not drawn)	-14%	-8%	-22%
COc1ccc(/C=C/C(=O)OCC(=O)N2CCCCCC2)cc1OC	-7%	nt	-4%
Cc1ccc(NC(=O)CSc2nccn2C2CCCC2)cc1Cl	-5%	nt	-8%
CNC(=S)NNc1nncc2ccccc12	-1%	7%	-5%
COc1cc(Cl)c(C)cc1NC(=O)CSCc1nc(-c2ccc(OC)c(OC)c2)no1	-7%	nt	0%
Cc1cc(C)c(NC(=O)CS(=O)CC(=O)NCCCc2ccccc2)c(C)c1 (stereo not drawn)	-4%	-6%	9%
NC(=O)c1ccccc1NC(=O)CN1CCN(Cc2ccccc2)CC1	-6%	-2%	-4%
CCc1cc(C)cc(OCCOc2ccccc2/C=N/NC(C)=O)c1	5%	-16%	-13%
CN(C)S(=O)(=O)c1cccc(NC(=O)c2ccc3c(c2)OCCO3)c1	-2%	-24%	-2%
O=C(NC1CCN(C(=S)NCc2ccco2)CC1)c1cccc(F)c1	-4%	1%	1%
Cc1nc(SCc2ccc(Br)cc2)[nH]c(=O)c1C	0%	-6%	6%
O=C(OCc1nc2ccccc2s1)c1cccs1	nt	8%	-6%
N/C(=N\NC(=O)c1ccccc1Cl)c1cc2ccccc2oc1=O	-3%	?	-10%
COc1cc(NC(=O)CNC(=O)Cn2ccc3ccccc3c2=O)cc(OC)c1OC	-12%&-1%	-5%	-2%&14%
COc1ccc(NC(=O)C2(c3ccc(NC(=O)c4ccc(OC)c(OC)c4)cc3)CCCC2)cc1	-4%	10%	2%
CCn1c(COc2ccccc2OC)nc2ccccc21	-1%	-11%	1%
CCOC(=O)Nc1c2ccccc2nc2ccccc12	-9%	?	-27%
CCOC(=O)c1sc(N)c(C(=O)OCC)c1C	1%	-5%	0%
O=C(COc1ccccc1)NNC(=O)c1cc2ccccc2o1	3%	27%	-6%
O=C(Nc1cccc(S(=O)(=O)C(F)F)c1)c1ccc(Cl)c(S(=O)(=O)N2CCOCC2)c1	-12%	-5%	5%
CC(=O)c1ccc(NC(=O)c2cc(-c3ccc(Cl)c(Cl)c3)on2)cc1	7%	nt	-13%
CCOc1ccc(N(CC(=O)NCC2CCCO2)C(=O)CCC(=O)Nc2nccs2)cc1 (stereo not drawn)	4%	3%	5%
CCCCCOc1ccc(NC(=O)Cn2c(-c3cncs3)nc3ccccc32)cc1	5%	nt	2%
Cc1noc(/C=C/N(C)C)c1S(=O)(=O)N(C)CC(=O)NC1CCCCC1	-1%	-5%	-6%
Fc1ccccc1CNc1ccc(Cl)cc1	-17%	5%	-7%
CN1CCC(=NNC(=O)CN(c2ccc([N+](=O)[O-])cc2)S(=O)(=O)c2ccccc2)CC1	-2%	-14%	-3%
Cc1cc(C)c2nc(C(F)(F)F)nc(N3CC(C)OC(C)C3)c2c1 (stereo not drawn)	nt	14%	-16%
CCc1ccc2ncc(C(=O)c3ccccc3)c(N3CCOCC3)c2c1	-14%	-14%	-5%
O=C(CSc1nnc(-c2ccccc2F)o1)N1CCc2ccccc21	-4%	nt	15%
O=C(CCn1c(=O)oc2ccccc21)N1CCOCC1	-6%	5%	-8%
CC1CCCCC1NC(=O)c1nn(C)c(=O)c2ccccc12 (stereo not drawn)	2%	-3%	-3%
CCOC(=O)c1cc(CC)sc1N	-1%	11%	-6%

Additional results
SMILES	KAT2A inh	N370S GC mod	FEN1 inhibitor
COC(=O)c1cccc(C23CC4(C2)[C@H](CN(CC2CCCCC2)[C@@H]4c2ccccc2)C3c2ccccc2)c1 (stereo partly drawn)	-20%	-4%&0%	-23%
CCOC(=O)Cn1cnc2c(nnn2-c2cccc(Cl)c2)c1=O	2%	-15%	18%
Cc1cc(C)c2nc(N(CCCN(C)C)C(=O)c3ccc(S(=O)(=O)N4CC(C)OC(C)C4)cc3)sc2c1 (stereo not drawn)	0%	?	0%
O=C(NCc1ccco1)c1ccc(Cl)c(S(=O)(=O)Nc2ccccc2)c1	-9%	4%	1%
Cc1nc2ncnn2c(C)c1CCC(=O)N1CCc2ccccc2C1	2%	6%	-5%
COCCn1cnc2c1c(=O)n(CC(=O)OCC#N)c(=O)n2Cc1ccccc1	-3%	-16%	15%
CC(=O)c1ccc(NC(=O)CN2CCC(NC(=O)C3CCCCC3)CC2)cc1	7%	8%	2%
O=C(NN=C1CCCCCC1)c1ccc(Cl)s1	-5%	-11%	11%
Cc1ccc(S(=O)(=O)c2cnc(-c3ccccc3)nc2N2CCN(C)CC2)cc1	-15%	-18%	?
Cc1cccc(C)c1NC(=O)CN(C)C(=O)c1ccccc1Cc1ccccc1	-2%	-8%	4%
CN(CC(=O)NCCN1CCOCC1)S(=O)(=O)c1ccc(F)cc1	-4%	6%	-6%
Clc1ccccc1CN1CCN(/N=C/C=C\c2ccco2)CC1	-8%	-8%	-13%
CCN1CCN(c2cc3c(nn2)Oc2ccccc2N3C)CC1	-12%	16%	-4%
Cc1cccnc1NC(=O)C1CCCN(S(=O)(=O)c2ccc3c(c2)oc(=O)n3C)C1 (stereo not drawn)	-12%	3%	1%
O=C(Nc1ccc(Br)cc1F)c1sccc1-n1cccc1	-6%	4%	2%

2 entries from above, with values ahead of the structure:
| KAT2A inh | N370S GC mod | FEN1 inhibitor | Compound |
| --- | --- | --- | --- |
| -2% | -8% | 4% | Cc1cccc(C)c1NC(=O)CN(C)C(=O)c1ccccc1Cc1ccccc1 |
| -4% | 6% | -6% | CN(CC(=O)NCCN1CCOCC1)S(=O)(=O)c1ccc(F)cc1 |

(list continues)
SMILES	KAT2A inh	N370S GC mod	FEN1 inhibitor
Cc1nn(C(C)(C)C)c(NC(=O)c2ccccc2)c1C#N	-5%	-11%	15%
CCOC(=O)C1=C(C)NC(=O)CC1c1cc2c(cc1[N+](=O)[O-])OCO2 (stereo not drawn)	-9%	-19%	-9%
CCS(=O)(=O)N1CCC(NC(=O)c2ccco2)CC1	-1%	23%	-2%
COC(=O)c1nnn(-c2cccc(Cl)c2)c1C(=O)OC	-4%	2%	2%
COC(=O)C1CCN(CC(=O)Nc2ccccc2Sc2ccccc2)CC1	-10%	-16%	-20%
O=C(Nc1cccc(C(F)(F)F)c1)c1ccc2snnc2c1	-3%	nt	18%
O=S(=O)(NCCN1CCOCC1)c1ccc(Cl)c(Cl)c1	-4%	-11%	14%
CCCC(=O)Nc1ccc(-c2csc(-c3cccnc3)n2)cc1	4%	-13%	-3%
Cn1cccc1Cc1nnc(SCC(=O)N2CCCc3ccccc32)n1-c1ccc(F)cc1	-8%	-3%	19%
O=C(CN1C(=O)NC2(CCCCCCC2)C1=O)NCc1ccc2c(c1)OCO2	-4%	nt	4%
O=C(Nc1cc2ccccc2oc1=O)C1CCCCC1	-5%	2%[12.8 µM]	-3%
O=C(ON=C1CCN(S(=O)(=O)c2ccccc2)CC1)c1cccc(Cl)c1	-11%	5%	-18%
Cc1c(Cl)c([N+](=O)[O-])nn1CCCC(=O)NC1CCCCC1	0%	-5%	17%
COc1cc(OC)cc(C(=O)Nc2ccc3oc(-c4cccc5c(Br)cccc45)nc3c2)c1	-9%	nt	-3%
CCC(=O)Nc1ccc(NC(=O)CSc2nnc(-c3ccco3)n2CC)cc1	-5%	-6%	4%
Oc1ccccc1-c1ccn[nH]1	2%	nt	4%
CCOc1cc(C(=O)Nc2cc(C)ccc2OC)ccc1OCC(=O)N1CCCCC1	-3%	2%	-1%
CN(Cc1ccccc1Br)C(=O)CN1C(=O)NC2(CCCCCC2)C1=O	-7%	nt	17%
CC(=O)Nc1ccc(S(=O)(=O)NCc2nc(-c3ccccc3Cl)no2)cc1	-2%	-1%	10%
CCOc1ccc(NC(=O)c2c(C)oc3nc(C)nc(N4CCCC4)c23)cc1	-6%	nt	11%
CC(=O)c1cccc(NC(=O)C(C)OC(=O)CCCN=C2NS(=O)(=O)c3ccccc32)c1 (stereo not drawn)	-2%	-3%	-2%
CCC(C)c1ccc(OCC(=O)Nc2ccc3c(c2)C(=O)NC3=O)cc1 (stereo not drawn)	-12%	5%	-11%
CCOC(=O)C1CCCN(C(=O)C2CCN(S(=O)(=O)N3CCC4(CC3)OCCO4)CC2)C1 (stereo not drawn)	?	2%	-5%
COc1ccc(C(O)Cn2ccsc2=NC(C)=O)cc1 (stereo not drawn)	-1%	-1%	21%
O=C(Cn1cnc2ccccc2c1=O)Nc1ccc(S(=O)(=O)N2CCOCC2)cc1	3%	0%	-3%
COC(=O)CCCCCn1c(-c2ccccc2)cn2c3c(=O)n(C)c(=O)n(C)c3nc12	-1%	nt	-4%
COc1ccc(N2CCN(CCCNC(=O)C3CCCN(S(=O)(=O)c4c(C)n[nH]c4C)C3)CC2)cc1 (stereo not drawn)	-4%	1%	-4%
COc1cccc(N2CCN(C(=O)C3CCCN(S(=O)(=O)c4cnc[nH]4)C3)CC2)c1 (stereo not drawn)	-4%	-1%	-17%

Sorted by molecular weight (low to high): some entries from above
SMILES	KAT2A inh	N370S GC mod	FEN1 inhibitor
Oc1ccccc1-c1ccn[nH]1	2%	nt	4%
CCOc1ccc(NC(=O)c2c(C)oc3nc(C)nc(N4CCCC4)c23)cc1	-6%	nt	11%
CC(=O)Nc1ccc(S(=O)(=O)NCc2nc(-c3ccccc3Cl)no2)cc1	-2%	-1%	10%
COC(=O)CCCCCn1c(-c2ccccc2)cn2c3c(=O)n(C)c(=O)n(C)c3nc12	-1%	nt	-4%
O=C(Cn1cnc2ccccc2c1=O)Nc1ccc(S(=O)(=O)N2CCOCC2)cc1	3%	0%	-3%
COc1cccc(N2CCN(C(=O)C3CCCN(S(=O)(=O)c4cnc[nH]4)C3)CC2)c1 (stereo not drawn)	-4%	-1%	-17%

Given bar-delimited: entries from further up
compound | KAT2A inh | N370S GC mod | FEN1 inhibitor
CN(Cc1ccccc1Br)C(=O)CN1C(=O)NC2(CCCCCC2)C1=O | -7% | nt | 17%
COc1cc(NC(=O)CNC(=O)Cn2ccc3ccccc3c2=O)cc(OC)c1OC | -12%&-1% | -5% | -2%&14%
